Compound activity as filed in PubChem.
N370S GC = inhibits or activates N370S mutant glucocerebrosidase; N370S GC spleen homogenate, 4MU-glucoside fluorescence; Potency, µM (top dose mostly 59.4 µM), without a hit: top-dose activity change, negative = inhibition, hits mostly inhibitors; 330,000 compounds, 0.092% hits; AID 2101;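 note: 0% = full enzyme activity and -100% = no enzyme basal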
TDP1 cell noCPT = qHTS for Inhibitors of human tyrosyl-DNA phosphodiesterase 1 (TDP1): qHTS in cells in absence of CPT. 420,000 compounds, 15% hits. AID 686978, 2013. DT40 Tdp1-/- hTDP1 cells, no CPT, ATP luminescence, 48 h. Potency, µM (highest dose often 46.2 µM), without a hit: at the highest dose activity change, negative = growth inhibition, hits mostly inhibitors; note: nearly all actives have a fitted effect of over 55% in size
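Chicken DT40 Tdp1-/- cells complemented with human TDP1, screened without camptothecin (DMSO vehicle only), 400 cells/well. Compounds pin-transferred, cells incubated at 37 °C for at least 48 hr. Growth read as ATP-dependent luminescence (CellTiter-Glo, 30 min at RT).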
TDP1 inh = blocks human tyrosyl-DNA phosphodiesterase 1; Q9NUW8; recombinant TDP1, AlphaScreen DNA substrate cleavage; Potency, µM (titrated, usually from 130 µM), for the others: at the highest dose activity change, negative = inhibition, usual class: inhibitors; 350,000 compounds, 0.28% hits; note: nearly all actives have a fitted effect of over 40% in size
Target sequence (Q9NUW8 whole entry, looked up): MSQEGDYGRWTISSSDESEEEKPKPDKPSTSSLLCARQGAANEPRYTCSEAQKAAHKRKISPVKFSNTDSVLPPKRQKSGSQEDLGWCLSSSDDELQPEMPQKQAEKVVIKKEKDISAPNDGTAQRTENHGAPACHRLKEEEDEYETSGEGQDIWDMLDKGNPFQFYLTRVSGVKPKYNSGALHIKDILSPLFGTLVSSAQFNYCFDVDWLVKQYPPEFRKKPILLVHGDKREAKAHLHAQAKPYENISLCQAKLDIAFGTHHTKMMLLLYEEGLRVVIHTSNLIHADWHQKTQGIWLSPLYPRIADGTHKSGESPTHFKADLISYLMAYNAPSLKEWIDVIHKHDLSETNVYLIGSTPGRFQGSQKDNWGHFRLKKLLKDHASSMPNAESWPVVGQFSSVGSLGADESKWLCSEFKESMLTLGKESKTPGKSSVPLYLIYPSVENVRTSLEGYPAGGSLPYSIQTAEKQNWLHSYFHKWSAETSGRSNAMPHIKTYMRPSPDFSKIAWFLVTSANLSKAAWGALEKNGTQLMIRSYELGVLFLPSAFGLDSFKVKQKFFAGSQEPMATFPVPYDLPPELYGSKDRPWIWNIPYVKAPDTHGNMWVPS
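E. coli-derived human Tdp1, 1 nM final. Cpd preinc 15 min RT; substrate 15 nM final, 5 min RT; AS bead mix 10 ug/ml final, 10 min RT. Signal loss = tyrosine-FITC cleavage. No-enzyme wells = max signal.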
Active calls of the source: *; ? = inconclusive; . = not tested or not shown; [ ] = another dose, or the depositor's remark. Calls come from the whole dose curve; as a rule, active = well fitted curve in the direction sought with a large enough effect; inconclusive = small, poorly fitted or top-dose-only effect, or another doubt; inactive = no such curve, though single readings can be large; an effect the other way counts as inactive or inconclusive. Unless noted, % is set by controls: 0 for no effect and ±100 for the full control effect; potency is the fitted concentration of half-maximal effect.

SMILES	N370S GC	TDP1 cell noCPT	TDP1 inh
Cn1nc(C(=O)OCC(=O)NCCc2ccccc2)c2ccccc2c1=O	-7%	4%	3%
COc1ccc(CCNC(=O)C2CCN(C(=O)N(C)C)CC2)cc1OC	-7%	5%	6%
Cc1nc(-c2ccc3c(c2)OCCCO3)cs1	2%	-16%	1%
CCN(CC(=O)Nc1ccc(NC(C)=O)cc1)C(=O)C1CCC1	-13%	-8%	.
CCOC(=O)COc1nc2c(c(-c3ccco3)c1C#N)CCc1ccccc1-2	?	-18%	1%
O=c1cc(C(F)(F)F)[nH]c2c(C(F)(F)F)cccc12	14%	16µM*	-1%
CC1(C)Cc2c(cnn2-c2ccccc2)C(NC(=O)CCc2ccncc2)C1 (stereo not drawn)	-3%	-20%	3%[56.1 µM]
CCn1nc(C(=O)Nc2ccc(N3CCOCC3)cc2)c2ccccc2c1=O	.	?	-3%
Cc1nc(C)c(C(=O)N/N=C/c2c[nH]c3ccccc23)s1	8%	?	4%
COc1ccc(NC(=O)CSc2nnc(N)s2)cc1S(=O)(=O)N1CCCCC1	.	8%	0%
CC(=O)c1ccc(NC(=O)COC(=O)CCC(=O)c2cccs2)cc1	4%	-5%	-2%
COCCCNC(=O)c1ccc(Cn2c(=O)c3ccccc3n(CC(=O)NCCc3ccc(OC)c(OC)c3)c2=O)cc1	-1%	18µM*	1%
O=C(Nc1cc(Cl)c(O)c(Cl)c1)C1CCCO1 (stereo not drawn)	9%	-11%	6%
Nc1c(-c2cccs2)cnn1-c1nc(-c2ccc(F)cc2)cs1	2%	3%	2%
COc1ccc(CNC(=O)c2ccc(Cl)c(NC3=NC4CS(=O)(=O)CC4S3)c2)cc1 (stereo not drawn)	-5%	?	.
CCS(=O)(=O)Nc1ccc(C(=O)CC2(O)C(=O)Nc3ccccc32)cc1 (stereo not drawn)	-6%	10%	3%
O=C(COC(=O)/C=C/c1ccccc1)NC1CCCCC1	.	-4%	1%
COc1ccccc1NC(=O)CSc1ccc(-c2ccco2)nn1	29%	?	7%
COc1ccc(C(=O)N2CCN(c3ccc(F)cc3)CC2)cc1S(=O)(=O)NC1CC1	.	?	2%
CC1CCN(C(=O)Cn2cc(C(=O)C3CC3)c3ccccc32)CC1	14%	-10%	6%
Cc1ccc(NC(=O)CSc2ccc(Br)cc2)cc1S(=O)(=O)N1CCOCC1	-12%	26µM*	.
O=C(COC(=O)c1n[nH]c(=O)c2ccccc12)c1ccc(Br)cc1	?	-9%	3%
COc1ccccc1NC(=O)C1=C(C)NC2=C(C(=O)CC(c3ccc(OC)c(OC)c3)C2)C1c1coc2ccccc2c1=O (stereo not drawn)	-6%	?	5%
C[C@@H]1CC[C@]2(C(=O)O[C@@H]3O[C@H](CO)[C@@H](O)[C@H](O)[C@H]3O)CC[C@]3(C)C(=CCC4[C@@]5(C)C[C@@H](O)[C@H](O)[C@@](C)(C(=O)O[C@@H]6[C@H](O)C[C@@]7(C)C(CC[C@]8(C)C7CC=C7[C@H]9[C@](C(=O)O[C@@H]%10O[C@H](CO)[C@@H](O)[C@H](O)[C@H]%10O)(CC[C@@H](C)[C@@]9(C)O)CC[C@]78C)[C@@]6(CO)C(=O)O)C5CC[C@]43C)[C@@H]2[C@]1(C)O (stereo partly drawn)	.	20%	0%
COc1ccc(Cl)cc1NC(=O)c1cccnc1	-7%	-15%	0%

Some of these compounds in order of length of the SMILES, rising:
SMILES	N370S GC	TDP1 cell noCPT	TDP1 inh
O=c1cc(C(F)(F)F)[nH]c2c(C(F)(F)F)cccc12	14%	16µM*	-1%
Cc1nc(C)c(C(=O)N/N=C/c2c[nH]c3ccccc23)s1	8%	?	4%
O=C(COC(=O)c1n[nH]c(=O)c2ccccc12)c1ccc(Br)cc1	?	-9%	3%

Arranged by length of the SMILES (ascending): 14 of the compounds above
SMILES	N370S GC	TDP1 cell noCPT	TDP1 inh
COc1ccc(Cl)cc1NC(=O)c1cccnc1	-7%	-15%	0%
O=C(Nc1cc(Cl)c(O)c(Cl)c1)C1CCCO1 (stereo not drawn)	9%	-11%	6%
COc1ccccc1NC(=O)CSc1ccc(-c2ccco2)nn1	29%	?	7%
O=c1cc(C(F)(F)F)[nH]c2c(C(F)(F)F)cccc12	14%	16µM*	-1%
CCN(CC(=O)Nc1ccc(NC(C)=O)cc1)C(=O)C1CCC1	-13%	-8%	.
COc1ccc(CCNC(=O)C2CCN(C(=O)N(C)C)CC2)cc1OC	-7%	5%	6%
CC(=O)c1ccc(NC(=O)COC(=O)CCC(=O)c2cccs2)cc1	4%	-5%	-2%
CCn1nc(C(=O)Nc2ccc(N3CCOCC3)cc2)c2ccccc2c1=O	.	?	-3%
O=C(COC(=O)c1n[nH]c(=O)c2ccccc12)c1ccc(Br)cc1	?	-9%	3%
CCOC(=O)COc1nc2c(c(-c3ccco3)c1C#N)CCc1ccccc1-2	?	-18%	1%
COc1ccc(NC(=O)CSc2nnc(N)s2)cc1S(=O)(=O)N1CCCCC1	.	8%	0%
CCS(=O)(=O)Nc1ccc(C(=O)CC2(O)C(=O)Nc3ccccc32)cc1 (stereo not drawn)	-6%	10%	3%
COc1ccc(C(=O)N2CCN(c3ccc(F)cc3)CC2)cc1S(=O)(=O)NC1CC1	.	?	2%
COCCCNC(=O)c1ccc(Cn2c(=O)c3ccccc3n(CC(=O)NCCc3ccc(OC)c(OC)c3)c2=O)cc1	-1%	18µM*	1%

(list continues)
SMILES	N370S GC	TDP1 cell noCPT	TDP1 inh
Cc1cccc(-n2c(C)nc3c(cnn3-c3ccc(F)cc3)c2=O)c1	-4%	9.2µM*	7%
CCOC(=O)c1cc(-c2ccc(OC)cc2)n(CCC(=O)Nc2cccc(C)c2C)c1C	.	?	-2%
Nc1nc(CSc2nnnn2-c2ccccc2)nc(N2CCCc3ccccc32)n1	12%	?	6%[56.1 µM]
Cc1c(Cl)cccc1NC(=S)N1CCN(c2ccc([N+](=O)[O-])cn2)CC1	-2%	-14%	.
COc1ccc(CN(Cc2ccco2)c2cnc(S(C)(=O)=O)nc2C(=O)Nc2ccc(C)c(C)c2)cc1	.	?	-2%
COc1ccc(-c2c(-c3ccccc3OC)sc3ccccc23)cc1	18%	-23%	.
COC(=O)c1cc(C)nc2c1c(=O)nc(SCc1ccccc1C)n2C1CC1	.	?	0%
CCNc1ncc2nc(-c3ccc(OC)cc3)c(=O)n(Cc3cccc(OC)c3)c2n1	-6%	-6%	.
Cc1ccc(/C=N/OC(=O)c2nn(C)cc2Cl)cc1	-1%	-9%	-2%
COc1ccc(NC(=O)CC2C(=O)N(c3ccccc3)C(=O)N2CCC2=CCCCC2)cc1 (stereo not drawn)	.	?	4%
O=C(N/N=C/c1ccc(OC(=O)c2ccc(Br)cc2)cc1)c1ccncc1	-1%	-15%	.
O=C(COc1ccc(S(=O)(=O)N2CCOCC2)cc1)NCC1CCCO1 (stereo not drawn)	-7%	-4%	4%
Cc1c(C(=O)N/N=C/c2ccc(Cl)cc2)[nH]c2ccc(Cl)cc12	7%	0.92µM*	5%
COc1cc(-c2nnc(COC(=O)c3cc(C)nc4ccc(C)cc34)o2)cc(OC)c1OC	-3%	?	7%
N[C@@H](Cc1ccccc1)C(=O)N1CCC(C(=O)NCC(=O)NCC(=O)O)CC1	1%	2%	.
COc1ccc(Oc2ccccc2C=O)cc1	6%	5.8µM*	2%
N/C(=N/OCC(=O)Nc1cccc2ccccc12)c1nonc1N	-16%	?	5%
COc1ccc(N2CCN(C(=O)Cn3cncn3)CC2)cc1	0%	-1%	0%
COC(=O)N/N=C/c1ccc(-c2ccc(Cl)cc2Cl)o1	-8%	-9%	0%
CCCCn1c(N)c(N(CCOC)C(=O)COC(=O)/C=C/c2ccc(Br)cc2)c(=O)[nH]c1=O	-9%	-17%	3%
CCN(CC)C(=O)CSC1=N/C(=C/c2ccco2)C(=O)N1c1ccc(OC)c(Cl)c1	0%	?	0%
Cc1cccnc1CNC(=O)C1CCC(=O)N(CCc2cccc(F)c2)C1 (stereo not drawn)	-1%	13%	3%
COc1ccccc1C1CC(=O)Oc2cc(C)c(Cl)c(C)c21 (stereo not drawn)	6%[89.1 µM]	-13%	-4%[56.1 µM]
COc1ccc(N(C(C)C(=O)N2CCCC2)S(C)(=O)=O)cc1 (stereo not drawn)	-4%	-6%	.
O=C(NCCCN1CCN(c2ccccc2F)CC1)Nc1ccccc1[N+](=O)[O-]	-5%	-7%	3%

Continuation.
SMILES	N370S GC	TDP1 cell noCPT	TDP1 inh
O=C1C=C(c2cc(C(F)(F)F)cc(C(F)(F)F)c2)C[C@@H](c2ccc3c(c2)OCO3)C1	.	?	1%
O=C(NC1CCS(=O)(=O)C1)/C(=C\c1ccc(F)cc1)NC(=O)c1ccccc1 (stereo not drawn)	-2%	12%	-1%
COc1ccc(/C=C(/NC(=O)/C=C/c2ccccc2)C(=O)NCCCCCC(=O)O)cc1	-1%	10%	1%
CCOC(=O)c1ccc(NC(=O)c2cnccn2)cc1	2%	-27%	-2%
C/C(=N/O)c1ccc2c(c1)OCCOCCOc1cc(/C(C)=N/O)ccc1OCCOCCO2	-7%	16µM*	7%
CCOC(=O)C1CCN(C(=O)CCc2nnc3ccc(N4CCN(C)CC4)nn23)CC1	-19%	23%	2%
O=C(COC(=O)CCCOc1ccccc1)NC1CCS(=O)(=O)C1 (stereo not drawn)	-15%	-16%	6%[0.505 µM]
COc1ccccc1Oc1ncnc2c1oc1ccccc12	4%	-19%	0%
O=c1c2cc(Br)ccc2nc(-c2cccc(Cl)c2)n1O	6%	23µM*	.
COc1ccccc1CNC(=O)C1CCN(Cc2nc(-c3ccc(OC)c(OC)c3)oc2C)CC1	.	?	5%
O=C(Cn1ccc2cc(S(=O)(=O)N3CCCC3)ccc21)NCc1ccccc1Cl	.	-20%	8%
COc1ccccc1Oc1ccc2c(c1)C(=O)N(c1cccc3ncccc13)C2=O	1%	?	3%
CCOc1ccc(S(=O)(=O)N2CN(c3cccc(C(C)=O)c3)c3nc4ccccc4nc32)cc1	.	-3%	0%
CCc1ccc(NC(=O)NCC2CCN(Cc3cccc(Cl)c3)CC2)cc1	?	13µM*	.
COc1ccc(C2C(C#N)=C3NC(=O)c4c(sc5c4CCCCC5)N3C3=C2C(=O)CC(C)(C)C3)cc1 (stereo not drawn)	?	23µM*	8%
O=C(O)c1cccnc1Sc1ccccc1Cl	6%	3%	6%
Clc1ccccc1/C=C/c1ccnc2ccccc12	15%	?	3%
CC1(c2ccc(O)cc2)NC(=O)N(c2ccccc2)N1 (stereo not drawn)	-1%	2%	2%
Cc1c(Cl)ccc(S(=O)(=O)N2CCN=C2c2ccccc2)c1Cl	2%	?	0%
COc1ccccc1NS(=O)(=O)c1cccc(C(=O)N/N=C/c2ccc(C)o2)c1	-1%	-1%	11%
COc1cc(SC)ccc1C(=O)NC(C)C	13%	-3%	6%
O=C(NC(=O)c1ccc(F)cc1)Nc1nc(-c2cccs2)cc(C(F)(F)F)n1	-4%	?	0%
OCCNc1nc(-c2ccccc2)c2ccccc2n1	21%	?	5%
COc1ccccc1NC(=O)N1CCc2[nH]c3ccc(F)cc3c2C1	16%	?	-7%
O=C(CN1CCN(S(=O)(=O)c2ccccc2)CC1)Nc1ccnn1C1CCCC1	.	?	-2%[56.1 µM]

(more compounds)
SMILES	N370S GC	TDP1 cell noCPT	TDP1 inh
COc1ccc(-c2nc(-c3ccccc3)c(-c3cc([N+](=O)[O-])ccc3C)[nH]2)cc1OC	12%	18µM*	8%
O=C(CCn1cnc2ccccc2c1=O)Nc1ccc2c(c1)OCCO2	11%	-1%	2%
Cc1cc(C)c(C#N)c(N2CCN(CCOc3ccc(Cl)cc3)CC2)n1	?	-21%	2%
C=C1CCC[C@]2(C)C[C@H]3OC(=O)C(CNCCN(C)C)[C@H]3CC12 (stereo partly drawn)	-6%	?	.
CC(=O)O[C@H]1CC[C@@]2(C)[C@@H](CC[C@@H]3[C@@H]2CC[C@]2(C)[C@@H](C(C)(C)O)C[C@@H]32)C1	-13%	-14%	1%
COc1cccc(OCC(=O)Nc2nnc3n2CCS3)c1	.	-1%	4%
COc1ccc(N2CCOCC2)c(NC(=O)c2cccs2)c1	8%	?	2%
COc1ccc(C2C(=O)N(C3CCCCCC3)CC(=O)N2CCc2ccc(OC)c(OC)c2)cc1 (stereo not drawn)	.	?	13%
CCn1c(C)nc2cc(C(=O)OCCC(F)(F)F)ccc21	10%	?	11%
O=C(C1CCCO1)N1CCN(C(=S)Nc2ccc(Cl)c(Cl)c2)CC1 (stereo not drawn)	3%	?	-5%
CCCCN(C(=O)c1cccc(S(=O)(=O)N(C)c2ccc(C)cc2)c1)c1c(N)n(CCCC)c(=O)[nH]c1=O	11%	-26%	0%

Some of the compounds tested; the hit share may differ from the screen's.
